Screens as filed in PubChem BioAssay.
Autophagy mod = autophagy modulators in MEF cells, primary screen, imaging, high-content, MEF GFP-LC3; MEF GFP-LC3 puncta imaging; test concentration mostly 10 µM; calls only at 10 µM (by protocol); 190,000 tested, 0.98% active; AID 463193, 2010;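 active = percentage of spot-positive cells more than 3 SD above its plate mean, without a fluorescence outlier flag or 80% toxicity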;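 note: spot-positive cell cutoff set from DMSO-treated cells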
P. falciparum M17LAP = P. falciparum M17LAP inhibitors, primary screen, biochemical, fluorogenic H-Leu-NHMec substrate, 1536-well (AID 1619); Leucine aminopeptidase (Plasmodium falciparum (isolate 3D7)); inhibition, % at 30 µM, or IC50 in µM where a hit was titrated; recombinant M17LAP, H-Leu-NHMec fluorogenic kinetic assay; higher % means a stronger effect; 220,000 tested, 0.38% active;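 active = compound inhibiting the enzyme by more than half at any dose during confirmatory dose-response retesting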;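 note: plate controls were full reaction with DMSO carrier for no effect and no enzyme background for full effect; strong numbers were not always called active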
WT yeast gro inh = growth inhibition of WT strain, primary screen, mitochondrial fusion inhibitor project, WT and mutant strains, chemical genetic; mitochondrial fusion phenotypic screen; inhibition, % at 10 µM; 190,000 tested, 2.1% active; in the data active = inhibition above about 58%; tested in S. cerevisiae
MT stabilizer = microtubule stabilizers in HeLa cells, primary screen, imaging, high-content imaging. HeLa tubulin immunostaining HCS, 24 h; share of cells brighter than vehicle mean+2SD. % tubulin-high responders, % at 10 µM. 200,000 tested, 0.83% active;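 active = plate Z-score above 3 for both tubulin-high and condensed-nucleus cell shares, with cell loss under 80%, at 10 µM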;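 note: anti alpha tubulin signal scored within the nucleus-defined area of each cell; some results filed as inactive read as strong as hits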
Dynein transport = inhibitors of GR-EGFP nuclear translocation, primary screen, dynein cargo transport inhibitor project, imaging, high-content, 3617.4 mouse cells | z-score, hits read low | test concentration mostly 20 µM; stimulated with dexamethasone, 1 µM; stronger effect = lower value | AID 1381, 2008 | 220,000 tested, 0.47% active;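 active = plate z-score of nuclear minus cytoplasmic receptor signal below a set negative limit, without overly bright fluorescence or cell loss, cut at about -3.5 in these data, passing the limit was not always enough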;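 note: z-score of nuclear minus cytoplasmic ring GR-EGFP intensity difference per well; some compounds called inactive have numbers as strong as hits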
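Buffer or medium – tet-free medium with charcoal-stripped serum · Signal – automated 10x imaging of fixed Hoechst-stained cells · Also added – dexamethasone agonist, 1.0 µM final, for 30 min · Incubation – induction 48 h, compound 1 h, agonist 30 min · Read-out – GR-EGFP nuclear translocation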
Yfh1-depleted yeast = enhancers of respiration in Yfh1-depleted yeast, dose response, Friedreich's ataxia, plus single-dose screen (AID 1465) | S. cerevisiae Yfh1-off respiration, WST-1 reduction, 72 h; higher fold induction means a stronger effect | one-dose fold induction at 50 µM; EC50 in µM for titrated hits | 220,000 tested, 0.074% active;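 active = fold induction of absorbance versus untreated yeast above a set limit, then at least 30% activation at any dose in follow-up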;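 note: activators that raise dye reduction in frataxin-depleted yeast; strong numbers were not always called active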
P. falciparum M1AAP = P. falciparum M1AAP inhibitors, biochemical, fluorogenic H-Leu-NHMec substrate, 1536-well (AID 1445). Aminopeptidase N (Plasmodium falciparum (isolate 3D7)). recombinant M1AAP, H-Leu-NHMec fluorogenic kinetic assay; higher % means a stronger effect. inhibition, % at 30 µM, or IC50 in µM where a hit was titrated. 220,000 tested, 0.42% active;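 active = primary inhibition above the hit cutoff, then over 50% inhibition at one or more dose response concentrations, cut at about 23% in these data, passing the limit was not always enough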;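 note: plate controls were DMSO full reaction for no effect and no enzyme background for full effect; strong numbers were not always called active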
T cell modulator = modulators of CD8 T cell-vesicle binding, primary screen, mouse 2C CD8+ T cells, flow cytometry. 330,000 tested, 0.068% active. calls only at 7 µM. AID 2052, 2009. 2C CD8+ T cell-vesicle binding; stronger effect = lower value;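 active = response, share of CD8 T cells binding vesicles, and their 90th percentile fluorescence all below set limits, cut at about 80% in these data, passing the limit was not always enough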
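Also added: QL9-peptide-loaded Drosophila micro-vesicles bearing Ld, ICAM-1 and B7-1; Test system: purified 2C TCR transgenic mouse naive CD8+ T cells; Measured by: cytometric PE anti-B7-1 and Alexa647 anti-CD8 signals after 1% paraformaldehyde fixation; Timing: binding step 1.5 h, 37 °C, antibody labelling 20 min, ice.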
bCat nuc transl = modulators of beta-catenin nuclear translocation, primary screen, imaging, HeLa cells, immunofluorescence, high-content. 190,000 tested, 0.3% active. nuclear translocation activity, % at 5 µM;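 active = nuclear translocation activity above 50% at 5 µM, with a well cell count of 50 or more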;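 note: per-cell ratio of nuclear to cytoplasmic median beta-catenin stain intensity; plate controls were DMSO negative control for no effect and GSK-3 inhibitor IX positive control for full effect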
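Technique: fluorescence imaging of beta-catenin antibody stain plus DAPI / Material: human HeLa cell line / Incubation: compound treatment 24 h, 37°C, 5% CO2 / Read-out basis: % activation of per-cell nuclear versus cytoplasmic median beta-catenin signal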
WT yeast gro inh mutant strain = also measured in WT yeast gro inh; calls as there; inhibition, %; mitochondrial fusion phenotypic screen, mutant strain inhibition
Dynein transport cytoplasmic EGFP = recorded beside Dynein transport, whose call it bears; z-score; measured here: cytoplasmic GR-EGFP intensity; stronger effect = higher value
Dynein transport nuclear GR-EGFP = second read-out of Dynein transport, no call of its own (marks repeat the call); z-score; measured here: nuclear GR-EGFP intensity;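 lower value marks the stronger effect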
Dynein transport cell count = recorded beside Dynein transport, whose call it bears; z-score; measured here: cell count per field
bCat nuc transl cell count 5 µM = recorded beside bCat nuc transl, whose call it bears; cell count; measured here: cell count, cytotoxicity flag
T cell modulator vesicle-bound % = further read-out of T cell modulator, marked with its call; double positive events, %; measured here: CD8+ vesicle-bound cell fraction;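 binding gate set so that unloaded-vesicle control wells show 10% double positive cells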
MT stabilizer Hoechst-high % = second read-out of MT stabilizer, no call of its own (marks repeat the call); % Hoechst-high responders; measured here: nuclear condensation Hoechst responders;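 share of cells brighter than vehicle mean plus two SD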
MT stabilizer cytotoxicity % = recorded beside MT stabilizer, whose call it bears; toxicity, %; measured here: cytotoxicity by cell density;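 0% = mean cell density of plate MIN control wells and 100% = no cells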
Autophagy mod cell loss 18 h = further read-out of Autophagy mod, marked with its call; toxicity, %; measured here: cell loss, nuclei count;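 cell loss after 18 h compound exposure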
* marks the source's active call; other numbers are inactive results; i = inactive; x = not tested or not shown. Not a hit list. About 4.4% of those tested had a hit in this group.

Every second line gives: MT stabilizer cytotoxicity %	T cell modulator vesicle-bound %	MT stabilizer	P. falciparum M17LAP	WT yeast gro inh mutant strain	T cell modulator	Dynein transport	P. falciparum M1AAP	MT stabilizer Hoechst-high %	Dynein transport cytoplasmic EGFP	Autophagy mod cell loss 18 h	WT yeast gro inh	Yfh1-depleted yeast	Dynein transport cell count	Dynein transport nuclear GR-EGFP	bCat nuc transl cell count 5 µM	bCat nuc transl	Autophagy mod
O=C1C(C=NCCCN2CCOCC2)=C(O)c2ccccc21
→ 7.4	38	7.2	20%	-1	i	-0.92	11%	3.2	0.047	3	0	i	0.8	-0.52	981	-1.8	i
CCOC(=O)N1CCN(c2c(Nc3ccc4c(c3)OCCO4)c(=O)c2=O)CC1
→ 7.3	37	2.7	16%	-4	i	-0.36	12%	3.4	-0.18	-5	0	i	0.37	-0.15	x	x	i
CC(=O)NCC(=O)OCC(=O)Nc1nc(-c2ccccc2)cs1
→ 5.4	44	4.9	8%	-1	i	-0.64	4%	2.6	-0.2	-11	-6	i	0.034	-0.95	1082	-0.7	i
COc1ccc(Cl)cc1NC(=S)N1CCN(C(=O)c2ccco2)CC1
→ 6.9	41	1.0	-1%	6	i	-0.53	1%	1.9	0.16	1	3	i	0.38	-0.27	1375	0.8	i
Cc1ccc(C2N=C(N)Nc3nc(=O)c4ccccc4n32)cc1 (stereo unspecified)
→ x	10	x	-2%	x	i	0.13	3%	x	-0.2	x	x	i	1	-0.2	1376	-1.1	x
COc1ccccc1-c1cc(C(F)(F)F)nc(NCc2cccs2)n1
→ 6.7	1	4.5	14%	-5.4*	i	2.6	1%	2.8	-0.21	-6	65*	i	-1.4	0.79	672	-4.1	i
C/C(=N\NC(=O)Cc1c[nH]c2ccccc12)c1ccc2ccccc2c1
→ 1.1	34	3.3	0%	13	i	-0.2	1%	0.9	-0.23	4	6	i	-0.069	-0.35	1097	-2.1	i
Cc1noc(C)c1COC(=O)C1CC(O)CN1S(=O)(=O)c1ccc(Cl)cc1 (stereo unspecified)
→ 6.6	28	4.6	1%	-3	i	-1.4	4%	3.3	-0.34	0	-7	i	0.74	-0.54	1233	-8.2	i
CC(C)(C)SCCNC(=O)/C=C/c1ccc([N+](=O)[O-])cc1
→ 1.2	33	2.9	5%	4	i	0.27	-1%	1.3	-0.22	22	19	i	0.8	0.13	522	-3.9	i
Fc1ccccc1-n1cn[nH]c1=S
→ 6.5	14	1.7	-1%	-1	i	1.3	2%	2.3	0.22	-1	-10	i	-1.3	0.72	1113	-3.5	i
O=C(CSc1nnc(-c2ccncc2)n1Cc1ccco1)Nc1ccccc1Cl
→ 8.5	37	2.6	-1%	-29	i	0.54	-1%	1.6	-0.22	-7	-2	i	0.073	0.44	706	0.2	i
CCO[C@H]1OC(C(=O)Nc2ccccc2)=C[C@@H](c2cn(C(C)=O)c3ccccc23)[C@@H]1CCCO
→ 16	x	1.9	0%	8	x	-0.81	3%	2.1	-0.3	-22	55	i	0.61	-0.24	1169	1.2	i
O=C(Cc1cn(Cc2cccc(Cl)c2)c2ccccc12)N1CCCC1
→ 9.7	41	2.9	29%	-6	i	0.26	-3%	3.3	-0.17	-3	14	i	-0.51	0.89	1023	-1.3	i
O=C(NC(=S)N1CCOCC1)C12CC3CCC(CC(C3)C1)C2
→ 6.1	60	2.3	16%	3	i	-0.63	0%	2.5	-0.21	10	-6	i	0.047	-0.57	1125	-0.5	i
CCOC(=O)c1ccc(Nc2nnc(C)c3ccccc23)cc1
→ x	11	x	15%	x	i	1.8	6%	x	-0.12	x	x	i	-2	0.93	1357	-1.0	x
COCc1cc(=O)[nH]c(-c2ccccc2)n1
→ 8.2	59	9.5	-3%	-1	i	0.46	0%	1.8	-0.15	4	8	i	-0.18	0.49	1093	-1.5	i
CC(C)n1c(-c2cccs2)nc2ccccc21
→ 2.6	54	3.4	-1%	14	i	-0.58	8%	1.8	-0.27	-2	-1	i	1.2	-0.29	1186	0.0	i
c1ccc(-n2c(-c3ccncc3)nnc2N2CCOCC2)cc1
→ 11	38	2.6	8%	2	i	-0.97	2%	2.0	-0.2	2	-9	i	2	-0.31	1082	0.5	i
O=C(CCN1C(=O)c2ccccc2S1(=O)=O)Nc1cccc2ccccc12
→ 8.1	38	1.5	0%	-8	i	-0.47	3%	2.2	-0.24	-20	0	i	0.47	-0.021	1558	0.3	i
CC(C)C1S/C(=N/N=C/c2cccs2)NC1=O (stereo unspecified)
→ 8.2	38	2.3	8%	-6	i	-0.25	15%	1.3	-0.22	-31	5	x	0.74	0.32	1349	1.6	i
CC1CC(Nc2ccccc2N)=CC(=O)O1 (stereo unspecified)
→ 1.3	18	3.6	13%	19	i	-0.085	5%	2.0	-0.23	-2	15	i	-2.4	-0.034	1200	-2.5	i
Cc1cc(C)nc(N(C#N)Cc2ccccc2)n1
→ 5.9	46	2.2	13%	-7	i	0.031	17%	1.6	-0.11	0	-4	i	-0.78	0.23	1109	2.6	i
CC(NC(=O)Cn1nc(C(=O)O)c2ccccc2c1=O)C12CC3CC(CC(C3)C1)C2 (stereo unspecified)
→ 3.3	1	2.8	-1%	15	i	0.17	-5%	1.1	-0.38	-8	48	i	1.9	0.34	1089	-2.7	i
Oc1cc(OCc2ccccc2)ccc1-c1[nH]ncc1-c1ccccc1
→ x	49	x	8%	x	i	0.96	1%	x	-0.26	x	x	i	-0.91	0.46	1304	2.4	x
CC(C)CSC1=NSC2=NC(=O)/C(=C\c3ccccc3)C(=N)N12
→ 1.1	35	2.0	-19%	2	i	0.16	-10%	1.8	-0.3	5	8	i	-0.35	0.24	x	x	i
Cc1nc2ccccc2nc1OCc1ccccc1
→ 11	10	2.7	6%	-9	i	0.3	1%	1.9	-0.19	12	7	i	-1.1	0.01	979	-1.5	i
CCNC(=O)C1CCCc2c1[nH]c1ccc(Cl)cc21 (stereo unspecified)
→ 5.2	60	2.5	0%	0	i	-0.66	6%	1.6	-0.29	11	2	i	0.54	-0.24	475	7.7	i
CCCS(=O)(=O)N1CCC(C(=O)NC2CCCC(C)C2C)CC1 (stereo unspecified)
→ 5.6	13	2.8	3%	-6	i	-0.66	8%	0.3	-0.3	-2	-26	i	0.53	0.14	1028	1.3	i
CCCn1c(N2CCN(Cc3cccc(C)c3)CC2)nc2c1c(=O)[nH]c(=O)n2C
→ 9.3	30	3.1	4%	3	i	0.85	1%	4.4	-0.18	11	-7	i	0.027	0.49	x	x	i
O=C(Oc1ccc(N(Cc2cccs2)C2=NS(=O)(=O)c3ccccc32)cc1)c1ccco1
→ 3.2	18	1.8	-4%	-15	i	-1.3	-3%	1.2	-0.061	2	5	i	-0.48	-0.64	452	2.3	i
CC(C)N(C(=S)NC1CCCCC1)c1ccccc1
→ 7.6	51	1.0	10%	6.5*	i	-0.8	1%	1.3	-0.34	6	59*	i	0.49	-0.33	1068	0.3	i
COc1ccc(OC)c(C2=NOC(C(=O)Nc3ccccc3SC)C2)c1 (stereo unspecified)
→ 7.2	57	2.9	-4%	1	i	-0.2	4%	1.4	-0.25	5	2	i	0.8	-0.29	x	x	i
COc1ccc(C(=O)CSc2nncn2C)cc1
→ 7.5	35	2.5	24%	-1	i	-0.83	2%	1.8	-0.03	5	-14	i	0.99	-0.19	1195	-9.8	i
